TTR transcr act: activators of transthyretin transcription | SH-SY5Y TTR promoter Gaussia luciferase, luminescence; 100% = recombinant luciferase protein wells | activation, % at 16.7 µM | 92,000 tested, 1.3% active | AID 1117267;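 active = activation above the mean of all tested compounds plus 3 SD, cut at about 9.5% in these data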;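 also: cells exposed to compounds for one day before reading; 0% = median of all test compound wells on the plate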
* marks the source's active call; other numbers are inactive results. Some of the compounds tested, so the mix of outcomes need not match the whole.

No.	TTR transcr act	Structure
1	1.6	Cc1cccc(C)c1-n1nnnc1C(c1ccnc2ccccc12)N(CCN(C)C)Cc1ccccc1 (configuration not stated)
2	0.5	O=C(CSc1nc(C2CCCCC2)nc2ccccc12)N1CCCC1
3	-0.2	COc1cccc(N2CCN(C(=S)Nc3ccccc3)CC2)c1
4	-0.9	COC(=O)C1OCOC2C(C(=O)OC)OCOC12 (configuration not stated)
5	0.1	CCC(C)Nc1nc(N)c([N+](=O)[O-])c(NCc2ccccc2)n1 (configuration not stated)
6	0.0	CN(C(=O)Cn1nc(C(=O)O)c2ccccc2c1=O)C1(C#N)CCCCC1
7	-0.7	CC1CCCC(C)N1/N=C/C=C/c1ccccc1[N+](=O)[O-] (configuration not stated)
8	0.0	C/C(=N\O)c1noc(C)c1C(=O)Nc1nccs1
9	-1.0	O=C(Cc1ccccc1F)Nc1nc2ccccc2[nH]1
10	-0.7	Cc1ccc(C)c(S(=O)(=O)Nc2ccc(C(=O)NCC(c3ccco3)N3CCCCC3)cc2)c1 (configuration not stated)
11	0.1	COc1ccc(CCC(=O)Nc2ccc3c(c2)OCO3)cc1
12	0.7	Cc1cc(C)n2c(Nc3ccc4c(c3)OCCO4)c(C(C)C)nc2n1
13	-0.7	Cc1cc(C)cc(-n2nnc3ccccc3c2=O)c1
14	0.6	CS(=O)(=O)N(CC(=O)NCc1ccccc1)c1ccc(Cl)cc1
15	0.7	COc1cccc(OC)c1C(=O)Nc1ccc(N2CCN(C(=O)c3ccco3)CC2)cc1
16	1.0	Cc1c(C#N)c2n(c1C)CCCC(=O)N2
17	2.7	COC(=O)c1cc(S(=O)(=O)N(C)C2CCCCC2)cn1C
18	1.6	NC(=O)c1ccc(N2CCCC2)nc1
19	1.1	Cn1c2nc(=O)[nH]c(=O)c-2cc2ccccc21
20	-0.8	Cc1ncc(CN2CCN(CCC(C)C)C(CCO)C2)s1 (configuration not stated)
21	0.7	O=c1nc(N2CCCC2)nc(N2CCCC2)[nH]1
22	-1.4	CCCCN1CC(N2CCN(Cc3cccc(C)c3)CC2)CS1(=O)=O (configuration not stated)
23	1.4	COc1ccccc1-n1cnc2c(c1=O)c1nc3ccccc3nc1n2-c1ccc(C)c(C)c1
24	2.8	CCCOc1ccc(N2C(=O)CC(N(CCC)C(=O)CCC(=O)O)C2=O)cc1 (configuration not stated)
25	4.2	CC(C)(C)NC(=O)C1CCN(S(=O)(=O)c2cccc(C(F)(F)F)c2)CC1
26	0.2	COc1cc(NC(=O)c2csc3c2CCCC3)ncn1
27	0.8	CC(=O)N1CCc2cc(S(=O)(=O)CCC(=O)NCc3ccc(C)o3)ccc21
28	4.0	CCN(CC)S(=O)(=O)c1ccc(N2CCN(C)CC2)c(NC(=O)Nc2ccccc2F)c1
29	-0.1	CC1CC(=O)Nc2ccccc2N1S(=O)(=O)c1ccc(C#N)cc1 (configuration not stated)
30	0.3	CCOC(=O)c1sc(NC(=O)CSc2nc(C)cc(C)c2C#N)c(C#N)c1C
31	-1.0	O=C(O/N=C(/c1ccccc1)c1ccncc1)c1ccccc1[N+](=O)[O-]
32	-1.7	CN(C)c1ncc(CN2CCC(C(=O)Nc3ccc(-n4cccn4)cc3)CC2)s1
33	2.0	O=C(COC(=O)c1ccc2[nH]c3c(c2c1)CCCC3)Nc1ccccc1Cl
34	0.0	COc1ccc(-c2cc(OC)c3c(C)oc(C)c3c(=O)c2)cc1OC
35	1.2	CCCNC(=O)C1(C)CCCN(Cc2cccc(C#N)c2)C1 (configuration not stated)
36	-1.8	COc1ccc(Nc2nnc(-c3ccccc3)c3ccccc23)cc1C(=O)N1CCCCC1
37	7.6	CN1C(C(=O)NCc2ccc(OC(F)(F)F)cc2)CC2Cn3c(nc4ccccc43)C21 (configuration not stated)
38	-2.6	COc1ccc(NC(=O)COC(=O)c2c(C)noc2C)c(OC)c1
39	1.8	COC(=O)Cc1c(C)c2ccc(OCC(C)=O)c(C)c2oc1=O
40	1.9	O=C1CCC(=O)N1c1ccccc1OS(=O)(=O)c1ccccc1
41	0.2	C/C(=N/NC(=O)c1cccc(N2CCCC2=O)c1)c1ccc(Br)cc1
42	0.5	Cc1cc(Oc2ccc(=O)[nH]n2)nc(Cl)n1
43	1.1	NC(=S)N/N=C/c1ccc(-c2cc(Cl)ccc2Cl)o1
44	-1.1	Nc1ccc(C(=O)OCC(=O)NC2CCCc3ccccc32)cc1[N+](=O)[O-] (configuration not stated)
45	0.2	CSCC(C)N1CCC(n2nccc2NC(=O)CCOc2ccccc2)CC1 (configuration not stated)
46	4.9	Cc1cc(OC(=O)c2cc(Br)ccc2Cl)c([N+](=O)[O-])c(=O)[nH]1
47	-0.5	CC(=O)c1c(C)nc(C)nc1NC(=O)C(C)C
48	1.1	CCOc1ccccc1N1C(=O)CC(Sc2ncccc2C(=O)O)C1=O (configuration not stated)

Among those listed so far, these have a cyano group.
No.	TTR transcr act	Structure
6	0.0	CN(C(=O)Cn1nc(C(=O)O)c2ccccc2c1=O)C1(C#N)CCCCC1
16	1.0	Cc1c(C#N)c2n(c1C)CCCC(=O)N2
29	-0.1	CC1CC(=O)Nc2ccccc2N1S(=O)(=O)c1ccc(C#N)cc1 (configuration not stated)
30	0.3	CCOC(=O)c1sc(NC(=O)CSc2nc(C)cc(C)c2C#N)c(C#N)c1C
35	1.2	CCCNC(=O)C1(C)CCCN(Cc2cccc(C#N)c2)C1 (configuration not stated)

Reformatted: entries from further up
entry	SMILES	TTR transcr act
46	Cc1cc(OC(=O)c2cc(Br)ccc2Cl)c([N+](=O)[O-])c(=O)[nH]1	4.9
47	CC(=O)c1c(C)nc(C)nc1NC(=O)C(C)C	-0.5
48	CCOc1ccccc1N1C(=O)CC(Sc2ncccc2C(=O)O)C1=O (configuration not stated)	1.1

Next compounds.
No.	TTR transcr act	Structure
49	-0.7	Cc1nc(-c2ccccc2)sc1-c1ccnn1C
50	2.6	CCN(CC)S(=O)(=O)c1ccc(C)c(NC(=O)CN2CCN(C)CC2)c1
51	-1.1	NS(=O)(=O)c1ccc(NC(=O)c2ccc(OCC3CCCO3)cc2)cc1 (configuration not stated)
52	1.3	CC(C)c1ccc2oc(=O)cc(CN3CCN(c4ccc(F)cc4)CC3)c2c1
53	-2.0	O=C(CCCn1c(SCC(=O)NCC2CCCO2)nc2ccccc2c1=O)NCC1CCCO1 (configuration not stated)
54	3.0	Cc1ccc(C(=O)N/N=C\c2ccc([N+](=O)[O-])s2)cn1
55	-2.1	Cc1ccc(/C=C/C(=O)c2ccc(C)cc2)cc1
56	1.9	Cc1cccc(OCC(=O)Nc2cccc(C(=O)NCC(C)C)c2)c1
57	0.4	CCC1S/C(=N/N=C/c2ccco2)N(c2ccc(F)cc2)C1=O (configuration not stated)
58	2.4	CN(CC(=O)NCc1ccc(F)cc1)S(=O)(=O)c1ccc2c(c1)n(C)c(=O)c(=O)n2C
59	1.8	O=C(CCC(=O)c1cccs1)NCc1cccnc1
60	0.8	CC(C)[C@H](NC(=O)[C@@H]1CSC2c3ccccc3C(=O)N21)C(=O)NC1CCCCC1 (some centres not stated)
61	-0.7	Cn1c(SCc2ccccc2F)nnc1-c1cnccn1
62	0.5	CCc1noc(C)c1C(=O)N(C)CC(=O)Nc1ccc(OC)cc1
63	-4.1	COc1ccc(-c2csc(C(O)c3ccc(F)c(OC)c3)n2)cc1 (configuration not stated)
64	-0.1	Cc1ccc2nc(N3C(=O)C(O)=C(C(=O)c4ccco4)C3c3ccc(C)o3)sc2c1 (configuration not stated)
65	-8.4	CCCCn1c(N2CCC(Cc3ccccc3)CC2)nc2c1c(=O)[nH]c(=O)n2C
66	-1.1	O=C(CNC(=O)c1ccc(F)cc1)N/N=C/c1cn[nH]c1-c1ccccc1
67	11.1*	CCCCc1cc(=O)oc2cc(OCC(=O)NCCN3CCOCC3)c(Cl)cc12
68	-0.9	O=C1CC(=O)Nc2cc(S(=O)(=O)Nc3ccc(Cl)c(C(F)(F)F)c3)ccc2N1
69	-6.9	C=CCc1ccc(OCCCOc2ccc(C)cc2OC)c(OC)c1
70	-3.4	Cc1ccc(-n2c(C)nc3ncnc(-c4ccccc4)c32)cc1
71	-1.2	O=C(CNC(=O)c1cccc(Br)c1)NCCc1nc2ccccc2[nH]1
72	-6.8	N#CC(C#N)=C1C=CC=CN1/C(=C\c1ccco1)C(=O)c1ccccc1
73	0.3	COc1ccc(C(=O)Oc2cc(C)[nH]c(=O)c2[N+](=O)[O-])cc1
74	1.7	N#CCCN(C(=O)Nc1ccc(Cl)c(Cl)c1)C1CCCCC1
75	-0.9	COc1cc(C(=O)NCC(=O)Nc2c(C)cccc2C)ccc1OCC(=O)N1CCOCC1
76	3.0	Cc1cc(C)nc(SCCC(=O)Nc2ccccc2)n1
77	1.4	NNC(=O)c1ccccc1OCc1ccccc1
78	-0.2	Cc1csc(CN(C)C(=O)CC2C(=O)NCCN2Cc2ccccc2C)n1 (configuration not stated)
79	-2.0	COCCn1c(SCC(=O)Nc2ccccc2)nc2c(oc3ccccc32)c1=O
80	-0.5	COc1ccc(N2C[C@H](Cc3ccccc3)[C@@H](CC(=O)Nc3ccccc3)C2=O)cc1
81	-0.4	N#CCCn1cc(/C=N/NC(N)=S)c(-c2ccccc2)n1
82	-0.9	COc1cccc(NC(=O)NCC2CCN(Cc3ccc(F)cc3)CC2)c1
83	5.2	COC(=O)[C@@]12C[C@@H](CC(=O)NCc3cccc4ccccc34)C(=O)N(Cc3ccc4c(c3)OCO4)C1=CCC(C)(C)C2
84	-2.8	COc1ccc(-c2nn3c(-c4ccco4)nnc3s2)cc1OC

Screen by screen, as entered above.
TTR transcr act for entries 30 to 37: 0.3, -1.0, -1.7, 2.0, 0.0, 1.2, -1.8, 7.6

Continuation.
No.	TTR transcr act	Structure
85	1.1	COc1cc(C2CC(=O)N(c3ccc(C)cc3)C(=O)C2)cc(OC)c1OC
86	-1.4	COC(=O)[C@@]1(Cc2ccc(F)cc2)[C@H]2c3cc(C(=O)N4CCCC4)n(Cc4ccc(OC(F)(F)F)cc4)c3C[C@H]2CN1C(=O)c1ccccc1
87	0.0	O=C(COC(=O)c1ccc(F)c(S(=O)(=O)N2CCOCC2)c1)NCc1ccc(F)cc1
88	-1.2	CCOC(=O)C(C(=O)OCC)C(Nc1ccccc1)c1ccccc1 (configuration not stated)
89	0.4	CCCNC(=O)C(Cc1ccccc1)NC(=O)c1cccc([N+](=O)[O-])c1 (configuration not stated)
90	-0.6	CCCn1ncc(CN2CCC(N3CCC(C(=O)N4CCOCC4)CC3)CC2)c1C
91	-0.6	COC(=O)[C@]12C[C@H](CC(=O)N3CCOCC3)C(=O)N(Cc3ccc(Cl)cc3Cl)C1=C[C@H](C1CCCC1)O[C@@H]2C
92	-1.1	C=C1c2nc3ccccc3n2C=C(c2ccc(C)cc2)N1c1ccccc1
93	-1.2	O=C(NC1CCCCC1)C(c1ccnc2ccccc12)n1c(=O)c(-c2ccco2)nc2ccccc21 (configuration not stated)
94	-1.0	CCS(=O)(=O)N1CCC(NC(=O)C(Cc2ccc(OC)c(OC)c2)NC(C)=O)CC1 (configuration not stated)
95	0.5	COc1ccccc1N1CCN(c2nc(-c3ccccc3)cc(C(F)(F)F)n2)CC1
96	1.1	CCCNS(=O)(=O)c1ccc(CCC(=O)N2CCN(CC)CC2)cc1
97	0.1	CCOC(=O)CSc1ncc(-c2ccccc2)nn1
98	-1.2	COc1ccc(-c2cc(C(F)(F)F)n3ncc(C(=O)NCC4CCCO4)c3n2)cc1OC (configuration not stated)
99	-1.5	CN(C)S(=O)(=O)c1ccc(C(=O)NCc2nnc(SCC(=O)c3ccccc3)o2)cc1
100	-1.6	O=C(CN1CCN(S(=O)(=O)c2cccc(Br)c2)CC1)NCCc1cccs1
101	-2.5	CCOc1c(Cl)cnn(-c2ccc(C)cc2)c1=O
102	1.8	CN(C)c1ccc(C(CNC(=O)c2ccccc2F)c2c[nH]c3ccccc23)cc1 (configuration not stated)
103	0.8	CC(CNCCCn1ccc(NC(=O)OCc2ccccc2)nc1=O)c1ccccc1 (configuration not stated)
104	0.2	Cc1ccc(Cl)c(NC(=S)N(CCCN2CCOCC2)Cc2ccco2)c1
105	-0.1	COc1ccc(OCC(O)CNC(=O)Nc2ccc(Cl)cc2)cc1 (configuration not stated)
106	-1.2	c1ccc2c(c1)CN1C(=N2)COc2ccccc2C1c1nc2ccccc2[nH]1 (configuration not stated)
107	-1.5	COc1ccccc1N1CCN(S(=O)(=O)c2c(C)ccc3nsnc23)CC1
108	2.8	COc1ccc(-n2ncc3c(N4CCN(c5cccc(C)c5C)CC4)ncnc32)cc1
109	-1.0	Cn1c(=O)c2c(nc(N3CCN(c4ccc([N+](=O)[O-])cc4)CC3)n2C)n(C)c1=O
110	4.8	C=CCNc1nc(NCc2ccco2)nc(OCC)n1
111	-0.6	COc1ccc(N2CCN(Cc3cc(=O)oc4cc5c(cc34)CCCC5)CC2)cc1
112	1.1	CC1CCc2sc(C(=O)NN=C3CCC(c4ccccc4)CC3)cc2C1 (configuration not stated)
113	-2.5	O=C1N[C@@H](Cc2ccccc2)C(=O)N2[C@@H]3N(S(=O)(=O)c4ccc(F)cc4)c4ccccc4[C@]3(Br)C[C@@H]12
114	-0.3	Cc1cccc2nc(Cn3c(=O)n(CCCC(=O)NCc4ccco4)c(=O)c4ccccc43)cc(=O)n12
115	0.4	CCn1c(SCC(=O)c2ccc3ccccc3c2)nnc1-c1ccco1
116	-2.1	COc1ccc(NC(=O)c2oc3ccccc3c2CSC)cn1
117	-0.1	CCOc1ccc(NC(=O)C2(c3ccc(OC)c(OC)c3)CCCC2)cc1
118	1.1	O=C(O)CN1C(=O)/C(=C\c2cccc(OCc3ccc(Cl)cc3Cl)c2)SC1=S
119	0.5	CC1CC(=O)C2=C(C1)Nc1ccccc1SC2c1ccc(F)cc1 (configuration not stated)
120	0.4	FC(F)(F)c1ccc(-n2cn[nH]c2=S)cc1
121	-5.3	O=C1N[C@@H](Cc2ccccc2)COC(=O)[C@@H](Cc2ccc(F)cc2)CC/C=C/C[C@H]1CC(=O)N(CCO)Cc1ccccc1
122	-0.1	O=C(NC1CC[C@@]23CCCN2C(=O)CCC[C@H]3C1)c1ccccc1 (some centres not stated)
123	3.2	Cc1ccc(NC(C(N)=O)c2c(C)[nH]c(=O)[nH]c2=O)cc1 (configuration not stated)

Screening data deposited in PubChem by The Scripps Research Institute Molecular Screening Center.
